ANO1 block: mouse TMEM16A channel inhibition, primary screen; Q8BHY3; HEK293 TMEM16A/YFP iodide influx fluorescence, ionomycin; normalized B-score (activity score, 25-100; higher = stronger inhibition) at 10 µM; hit rate 1.2% among 310,000;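 active = ratio plate-corrected score three or more library SD toward inhibition, starting fluorescence score within five deviations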;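 also: score derived from kinetic fluorescence span divided by baseline fluorescence per well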
KCNK9 inh: inhibitors of human KCNK9 two-pore domain potassium channel; HEK293 KCNK9, FluxOR thallium flux fluorescence; stronger effect = lower value; B-score at 10 µM; hit rate 1.2% among 310,000;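 active = ratio B-score over 3 SD below the library mean, with starting fluorescence within 5 SD of its mean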;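 also: negative B-score means less thallium flux so channel inhibition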
Target sequence (Q9NPC2 whole entry, looked up, the tested form may be a part): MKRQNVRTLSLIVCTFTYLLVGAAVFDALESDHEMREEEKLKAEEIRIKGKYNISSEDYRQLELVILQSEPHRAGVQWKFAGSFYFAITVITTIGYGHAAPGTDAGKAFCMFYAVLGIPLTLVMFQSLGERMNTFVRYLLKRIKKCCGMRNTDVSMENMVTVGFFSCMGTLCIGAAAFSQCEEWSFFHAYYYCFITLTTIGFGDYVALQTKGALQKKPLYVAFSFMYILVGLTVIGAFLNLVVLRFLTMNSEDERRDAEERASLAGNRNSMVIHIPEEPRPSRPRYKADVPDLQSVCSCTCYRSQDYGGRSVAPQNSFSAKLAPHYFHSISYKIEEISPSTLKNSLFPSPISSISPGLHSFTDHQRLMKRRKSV
TRPC4 act: activators of mouse TRPC4 channel | B-score at 10 µM | hit rate 0.49% among 310,000 | HEK293 TRPC4beta/mu-opioid, Fluo4 calcium fluorescence; stronger effect = higher value;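 active = B-score above 5 SD of library B-scores, and initial fluorescence ratio not above library mean plus 5 SD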;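 also: positive B-score marks a calcium rise read as TRPC4 activation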
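Test system: HEK293 cells stably co-expressing mouse TRPC4beta and mu-opioid receptor | Schedule: Fluo4 dye loading 45 min at room temperature, 110 s recording | Measured by: Kinetic Fluo4 calcium fluorescence, 5 s baseline at 1 Hz | Evaluation: B score of integrated ratio | Controls: Buffer (low) and maximal DAMGO (high)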
Dyrk1A ADPGlo: inhibitors of rat Dyrk1A kinase; Q63470; ADP-Glo luminescence, NFATc1 peptide; inhibition, % at 12.5 µM; hit rate 0.43% among 310,000; in the data active = inhibition above about 50%;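 also: plate controls were vehicle with enzyme for no effect and no enzyme for full effect; many of its hits are not listed in these tables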
hERG rescue: compounds protecting human hERG from proarrhythmic drug block; CHO-hERG, FluxOR thallium flux, dofetilide IC70 present; Q12809; hit rate 0.51% among 310,000; AID 1511; activation (rescue from dofetilide block), less the hit threshold, % at 10 µM;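 active = activation above the mean of controls blocked by dofetilide plus 5 SD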;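 also: thallium influx through hERG after potassium depolarization seen as dye fluorescence rise; in these data hits start at about 4.7%; inactives centre near -7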
HDAC3 inhib: human HDAC3 inhibition | AID 2718 | O15379 | hit rate 0.15% among 320,000 | inhibition, % at 8.3 µM | recombinant HDAC3, fluorogenic peptide/trypsin coupled, fluorescence; in the data active = inhibition above about 26%, passing the limit was not always enough; inconclusive = no clear call, values can overlap the other calls
TRPC4 PAM: allosterically enhances the mouse TRPC4 cation channel | hit rate 0.42% among 310,000 | AID 2227 | B-score at 10 µM | HEK293 TRPC4beta/mu-opioid, DAMGO EC20, Fluo-4 Ca2+ flux; stronger effect = higher value;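 active = B-score of calcium response area above 5 SD of library B-scores, with initial fluorescence ratio within 5 SD of library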;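 also: B-score of integrated fluorescence ratio over time as area under calcium response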
KCNK3 block: human KCNK3 channel inhibition, primary screen; O14649; hit rate 0.84% among 340,000; B-score at 10 µM; AID 602410; CHO-KCNK3 thallium flux, FluxOR fluorescence; stronger effect = lower value;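 active = B-score under library mean minus 4 SD, starting fluorescence ratio at most library mean plus 5 SD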;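 also: more negative B-score means stronger inhibition of thallium flux through KCNK3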
Target sequence (O14649 whole entry, looked up): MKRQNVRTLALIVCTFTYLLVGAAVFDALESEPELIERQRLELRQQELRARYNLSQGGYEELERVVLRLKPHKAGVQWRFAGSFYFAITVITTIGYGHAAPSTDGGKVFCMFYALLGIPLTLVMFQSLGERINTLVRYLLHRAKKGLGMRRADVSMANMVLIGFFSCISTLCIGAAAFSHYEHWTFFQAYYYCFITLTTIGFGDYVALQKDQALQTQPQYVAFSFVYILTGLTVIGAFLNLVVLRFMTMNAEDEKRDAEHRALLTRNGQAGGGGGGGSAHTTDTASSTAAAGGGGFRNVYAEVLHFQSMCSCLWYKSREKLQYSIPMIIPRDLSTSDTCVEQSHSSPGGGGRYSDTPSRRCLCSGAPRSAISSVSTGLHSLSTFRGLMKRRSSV
KCNQ1 block: blocks the human KCNQ1 potassium channel. P51787. CHO-K1 KCNQ1, FluxOR thallium flux fluorescence; stronger effect = higher value. B-score at 10 µM. hit rate 1.3% among 310,000. AID 2642;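 active = compounds whose thallium flux B-score, printed positive for inhibition, exceeds three library SD while starting fluorescence stays within three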;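 also: channel opened by potassium depolarization with thallium stimulus after 20 min compound exposure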
ANO1 activ: activates or potentiates the mouse TMEM16A chloride channel. AID 623877. Q8BHY3. HEK293 TMEM16A/YFP-H148Q/I152L, iodide quench fluorescence; stronger effect = lower value. B-score at 10 µM. hit rate 0.3% among 340,000;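 active = fluorescence-ratio B-score plate-corrected deviation score at least 3 library SD below zero, with starting fluorescence score within 5 deviations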;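 also: channel opened by trigger with iodide after compound preincubation; score built on the fluorescence ratio of max minus min over baseline; more negative score means more quench and so TMEM16A activation or potentiation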
KCNQ1 act: potentiators or activators of human KCNQ1 potassium channel; CHO-K1 KCNQ1, thallium flux FluxOR fluorescence; stronger effect = higher value; B-score at 10 µM; hit rate 0.35% among 310,000; AID 2648;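 active = fluorescence ratio B-score, a plate-corrected score, at least three library SD, with initial intensity B-score within 5 SD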
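Doses: Single concentration per compound, DMSO matched to controls | Test system: KCNQ1-transfected CHO-K1 cells | Timing: 90 min dye loading and 20 min compound exposure, both at room temperature | Measured by: Kinetic FluxOR thallium fluorescence, 10-s 1-Hz baseline, 110-s post-stimulus read | Medium: Assay buffer with matched DMSO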
An asterisk follows results filed as active; i = inactive; u = inconclusive; x = not tested or not shown. This is a subset; count on the stated rates, not on these rows.

structure,ANO1 block,KCNK9 inh,TRPC4 act,Dyrk1A ADPGlo,hERG rescue,HDAC3 inhib,TRPC4 PAM,KCNK3 block,KCNQ1 block,ANO1 activ,KCNQ1 act
CCOc1ccccc1NC(=O)c1cc(-c2ccncc2)nc2c(Cl)cccc12,x,i,i,-3.1,-11.5,x,i,i,i,i,i
O=C(Cn1ccc2ccccc2c1=O)NCC1COc2ccccc2O1 (stereo not given),i,i,i,-5.6,-14.3,-2.8,i,i,i,i,i
COc1cc(NC(=S)NCC2CCCO2)c(OC)cc1Cl (stereo not given),i,i,i,3.1,-5.8,x,i,i,i,i,i
O=S(=O)(c1ccc2c(c1)OCCO2)N1CCc2ccccc21,i,i,i,-4.0,-5.3,-1.6,i,i,i,i,i
COc1cc(NC(=O)c2ccccc2[N+](=O)[O-])c(C(=O)O)cc1OC,i,i,i,3.8,-3.4,0.3,i,i,i,i,i
O=C1CC(c2ccccc2)C(C(=O)O)N1 (stereo not given),i,i,i,-7.2,-2.4,5.7,i,i,i,i,i
CCn1c(C(c2ccccc2)c2ccccc2)n[nH]c1=S,i,i,i,5.9,-5.3,0.3,i,i,i,i,i
CC(C)(C)c1nnc(N/N=C/c2ccccc2O)n(N)c1=O,i,i,i,-2.1,-11.9,-16.0,i,i,i,i,i
O=C(Nc1ccccc1Sc1ccccc1)c1ccc(F)cc1,i,i,i,-0.8,-5.4,4.0,i,i,i,i,i
COc1ccc(-c2cc(C(=O)Nc3cc(S(N)(=O)=O)ccc3C)c3ccccc3n2)cc1OC,i,i,i,-2.0,-4.8,-22.7,i,i,i,i,i
C=CCn1c(SCC(=O)N2CCOCC2)nnc1C(C)NC(=O)c1ccccc1 (stereo not given),i,i,i,-5.1,-3.2,5.0,i,i,i,i,i
O=S(=O)(NCC(c1ccco1)N1CCN(c2ccccc2F)CC1)c1ccc(F)cc1 (stereo not given),i,-12.8*,i,1.9,-8.3,-0.3,i,i,i,i,i
O=C(NCc1ccccc1)N(Cc1cc2cc3c(cc2[nH]c1=O)OCO3)CC1CCCO1 (stereo not given),i,i,i,-10.1,-8.6,-0.9,i,i,i,i,i
O=C(O)c1cc(C(F)(F)F)nc2c(C(F)(F)F)cccc12,i,i,i,-5.6,-3.2,3.4,i,i,i,i,i
CCOc1ccccc1NC(=O)CSc1nnc(-c2cnccn2)n1CC,i,i,i,1.3,-8.5,-1.5,i,i,i,i,i

Continued.
structure,ANO1 block,KCNK9 inh,TRPC4 act,Dyrk1A ADPGlo,hERG rescue,HDAC3 inhib,TRPC4 PAM,KCNK3 block,KCNQ1 block,ANO1 activ,KCNQ1 act
CC(=O)c1cc2c(cc1NC(=O)CN1CCN(c3cccc(C(F)(F)F)c3)CC1)OCO2,i,i,i,-1.9,-10.3,-15.1,i,i,i,i,i
Cc1ccc(C(=O)NCC(=O)Nc2cc(C)ccn2)cc1,i,i,i,8.4,-10.8,5.9,i,i,i,i,i
COC(=O)c1ccncc1N,i,i,i,-0.8,-14.4,-53.9,i,i,i,i,i
CCOC(=O)C1=C(O)/C(=C/N(C)C)N=C1C,i,i,i,2.2,-7.5,0.8,i,i,i,i,i
COc1ccc2oc(=O)c(C(=O)N3CCN(C(=O)c4ccco4)CC3)cc2c1,i,i,i,6.6,-3.6,-11.9,i,i,i,i,i
CCOC(=O)C(C(=O)OCC)[C@@H]1CS(=O)(=O)C[C@H]1C(C(=O)OCC)C(=O)OCC,i,i,i,-3.3,-5.0,-1.9,i,i,i,i,i
COc1ccc(C2CC(=O)C(C=NCCO)=C(O)C2)cc1 (stereo not given),i,i,i,12.5,-5.0,-2.6,i,i,i,i,i
O=C(NCc1ccc2c(c1)OCO2)c1cccc(S(=O)(=O)N2CCCC2)c1,i,i,i,2.0,-2.3,-4.6,i,i,i,i,i
COc1cc(C2C(C(=O)c3ccc(C)o3)=C(O)C(=O)N2c2cc(C)on2)ccc1O (stereo not given),i,i,i,8.1,-0.7,6.1,i,i,i,i,i
CCc1sc(C(=O)NC2CCN(C)CC2)cc1Br,i,i,i,-1.3,-7.5,6.3,i,i,i,i,i
COc1ccc(NC(=O)c2cccc(NC(=O)c3ccccc3)c2)cc1,i,i,i,x,-3.7,-7.7,i,i,i,i,i
Cc1ccc(-n2nc3c(c2NC(=O)c2ccc4c(c2)OCO4)CS(=O)C3)cc1 (stereo not given),i,i,i,2.5,-8.8,5.3,i,i,i,i,i
Cc1c(C)c2cc(Cl)c(OCc3nn[nH]n3)cc2oc1=O,i,i,i,-1.1,-5.8,-12.8,i,i,i,i,i
Nc1nonc1-n1nnc(C(=O)N/N=C/C=C/c2ccccc2)c1CSC1=NCCS1,i,i,i,x,-6.7,2.6,i,i,i,i,i
Cc1ccc(CS(=O)Cc2ccc(C(=O)NCc3ccc4c(c3)OCO4)o2)cc1 (stereo not given),i,i,i,12.0,-8.0,u,i,i,i,i,i

(cont.)
structure,ANO1 block,KCNK9 inh,TRPC4 act,Dyrk1A ADPGlo,hERG rescue,HDAC3 inhib,TRPC4 PAM,KCNK3 block,KCNQ1 block,ANO1 activ,KCNQ1 act
FC(F)(F)c1cccc(Sc2cc(C(F)(F)F)nc(-c3ccccn3)n2)c1,i,i,i,-2.2,-7.7,3.3,i,i,i,i,i
CCOc1ccc(C(=O)CCC(=O)O)cc1,i,i,i,-1.3,-11.3,-4.4,i,i,i,i,i
CCCOc1cccc(-c2cc(C(=O)NNC(=S)NCC)c3ccccc3n2)c1,i,i,i,-12.6,-15.9,13.8,i,i,i,i,i
Cc1cccc(-n2c(SCC(=O)Nc3nonc3C)nnc2-c2ccoc2C)c1,i,i,i,3.1,-18.3,-2.2,i,i,i,x,i
CC(C)CN=C(NS(=O)(=O)c1ccccc1)C(Cl)(Cl)Cl,i,i,i,3.1,-15.8,6.4,i,i,i,i,i
CCOc1ccc(S(=O)(=O)N2CCC(C(=O)NCc3ccncc3)CC2)cc1C,i,i,i,-5.4,-7.9,3.2,i,i,i,i,i
O=C1c2ccccc2-c2c1cccc2C(=O)N1CCCCCC1,i,i,i,0.9,-7.9,2.5,i,i,i,i,i
CCOc1ccc(-c2nc(CCl)cs2)cc1OC,i,i,i,-3.7,-10.9,-21.8,i,i,i,i,i
CCNC(=O)c1sccc1-n1cccc1,i,i,i,-3.3,-5.2,-4.8,i,i,i,i,i
C=CCSc1ncc(C#N)c(N)n1,i,i,i,-0.1,-2.7,1.8,i,i,i,i,i
C[C@@H]1NC(=O)[C@H](CCCN=C(N)N)NC(=O)c2cc([N+](=O)[O-])cc(I)c2OCC[C@@H](C(=O)NC(CC(=O)O)C(N)=O)NC1=O (stereo not given in full),i,i,i,x,0.7,-1.0,i,x,i,x,i
COc1cc2c(cc1OC)C(C)N(C(=O)c1cccs1)CC2 (stereo not given),i,i,i,x,1.0,-7.1,i,i,i,i,i
CC(=O)c1cc(CN2CCCCC2)cc(OC(C)C)c1,i,i,i,-4.2,-6.9,-0.1,i,i,i,i,i
O=C(Nc1nccs1)C1CC(=O)N(Cc2ccco2)C1 (stereo not given),i,i,i,-1.5,-7.4,5.5,i,i,i,i,i
O=C(CSc1nnc(C2COc3ccccc3O2)o1)N1CCCCC1 (stereo not given),i,i,i,-0.2,-9.1,3.8,i,i,i,i,i

Following part:
structure,ANO1 block,KCNK9 inh,TRPC4 act,Dyrk1A ADPGlo,hERG rescue,HDAC3 inhib,TRPC4 PAM,KCNK3 block,KCNQ1 block,ANO1 activ,KCNQ1 act
COc1ccccc1CCNC(=O)C(=O)c1cn(CC(=O)N2CCCC2)c2ccccc12,i,i,i,2.1,-9.1,1.2,i,i,i,i,i
c1ccc(-c2cc(N3CCOCC3)nc(-c3ccccc3)n2)cc1,i,i,i,2.6,-0.2,-5.8,i,i,i,i,i
NS(=O)(=O)c1ccccc1NC(=O)c1c(O)c2ccccc2[nH]c1=O,i,i,i,6.7,-9.0,-5.4,i,i,i,i,i
CCC(C)[C@@H](N)C(=O)N/N=C/c1ccc2ncccc2c1 (stereo not given in full),i,i,i,10.2,-8.9,3.4,i,i,i,i,i
COc1cc([N+](=O)[O-])ccc1NC(=O)COC(=O)c1ccc(NC(N)=O)cc1,i,i,i,-1.9,-5.5,-4.8,i,i,i,i,i
CCOc1ccc(CN2CCN(Cc3cccn3-c3nccs3)CC2CCO)cc1 (stereo not given),i,i,i,14.7,-17.9,-5.4,i,i,i,i,i
Cc1cccc2cc(C(c3nnnn3C3CCCC3)N3CCOCC3)c(=O)[nH]c12 (stereo not given),i,i,i,-18.8,-9.0,-0.5,i,i,i,i,i
O=C(Nc1cccc(C(=O)N2CCCc3ccccc32)c1)c1ccccc1,i,i,i,11.7,-5.8,0.0,i,i,i,i,i
CC(C)c1[nH]nc2c1C(c1cccc(OC(=O)N3CCOCC3)c1)C(C#N)=C(N)O2 (stereo not given),i,i,i,1.2,-1.1,3.7,i,i,i,i,i
CC(C)C(NS(=O)(=O)c1cccc(C(F)(F)F)c1)C(=O)N1CCc2ccccc2C1 (stereo not given),i,i,i,4.0,-11.8,6.2,i,i,i,i,i
CCOC(=O)c1c(N2C(=O)Nc3ccccc3N2O)sc2c1CCCC2,i,i,i,0.0,-0.7,7.4,i,i,i,i,i
CC(C)c1ccc(NC2CCCN(C(=O)CN3CCOC3=O)C2)cc1 (stereo not given),i,i,i,-6.9,-8.8,-4.3,i,i,i,i,i
COC(=O)C1=C(C)N(c2ccc(OC)c(OC)c2)C(=O)/C1=C\c1cccs1,i,i,i,-1.8,-6.6,4.7,i,i,i,i,i
O=[N+]([O-])c1cc(S(=O)(=O)C(F)(F)F)ccc1NCC1CCCO1 (stereo not given),i,i,i,2.2,-8.4,7.6,i,i,i,i,i
COc1ccc(/C=C2\SC(=S)NC2=O)cc1OS(=O)(=O)c1ccc(NC(C)=O)cc1,x,i,i,x,-25.6,x,i,-10.1*,13*,i,i

Going on with the list:
structure,ANO1 block,KCNK9 inh,TRPC4 act,Dyrk1A ADPGlo,hERG rescue,HDAC3 inhib,TRPC4 PAM,KCNK3 block,KCNQ1 block,ANO1 activ,KCNQ1 act
CCOC(=O)c1oc2ccccc2c1NC(=O)COC,i,i,i,5.0,-10.4,-2.8,i,i,i,i,i
Cc1ccc(OCCN2C(=O)C(=O)c3cccc(C)c32)cc1,i,i,i,-1.5,-8.1,-6.7,i,i,i,i,i
CCCN1C(=O)c2ccccc2NC1c1cc(OC)c(OC)c(OC)c1 (stereo not given),i,i,i,3.9,-2.1,-31.6,i,i,i,i,i
Cc1cccc(N2C(=O)CC(c3ccc(F)cc3)C3=C2COC3=O)c1 (stereo not given),i,i,i,-5.0,-9.6,3.4,i,i,i,i,i
